High-throughput results deposited in PubChem by Sanford-Burnham Center for Chemical Genomics.
mIAP activ = increases mouse intestinal alkaline phosphatase activity; hit rate 0.24% among 330,000; activation factor at 10 µM; muIAP, CDP-Star luminescence, 30 min; stronger effect = higher value; 1 = vehicle-only enzyme signal, 0 = enzyme-free wells;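 active = activation factor of at least 2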; also: the source names both 10 and 20 µM as test concentration; values of inactives mirror those of a sister screen read the other way
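Assay system: mouse IAP enzyme; Reagent: CDP-Star chemiluminescent phosphatase substrate; Compound: DMSO-dissolved test compounds; Incubation: 30 min, room temperature; Technique: luminescence from enzymatic CDP-Star hydrolysis; Controls: DMSO-only wells and no-enzyme negative control.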
mIAP block = mouse IAP inhibition | purified mouse IAP, CDP-Star luminescence, 30 min | inhibition, % at 10 µM | hit rate 0.2% among 330,000 | AID 2806;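 active = inhibition of at least 40% at 10 µM in the primary screen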;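 also: plate controls were DMSO with enzyme for no effect and no enzyme wells for full effect; values of inactives mirror those of a sister screen read the other way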
hIAP block = blocks human intestinal alkaline phosphatase. P09923. purified IAP, CDP-Star luminescence, 30 min. inhibition, % at 10 µM. hit rate 0.12% among 330,000. AID 2544;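 active = inhibition reaching a set limit with compound at 10 µM in the primary screen, cut at about 35% in these data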;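 also: plate controls were DMSO wells with enzyme for no effect and no-enzyme buffer wells for full effect; values of inactives mirror those of a sister screen read the other way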
NALP3 yeast inh = NALP3 inhibition in yeast; hit rate 0.39% among 330,000; Yeast reconstituted NLRP3/ASC/caspase-1, beta-gal luminescence, 24 h; AID 2825; inhibition, % at 10 µM;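 active = inhibition of 50% or more; inactive = inhibition below 50%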;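 also: plate controls were induced DMSO wells for no effect and uninduced yeast grown without galactose for full effect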
A3A deaminase = blocks human APOBEC3A ssDNA deamination; P31941; recombinant A3A, FAM/TAMRA ssDNA deamination fluorescence; inhibition, % at 20 µM; hit rate 0.41% among 330,000; AID 493011;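 active = at least 40% inhibition at 20 µM here, with at most 30% in a related deaminase screen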;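 also: plate controls were A3A with DMSO for no effect and wells lacking A3A enzyme for full effect; some results filed as inactive read as strong as hits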
Target sequence (P31941 whole entry, looked up): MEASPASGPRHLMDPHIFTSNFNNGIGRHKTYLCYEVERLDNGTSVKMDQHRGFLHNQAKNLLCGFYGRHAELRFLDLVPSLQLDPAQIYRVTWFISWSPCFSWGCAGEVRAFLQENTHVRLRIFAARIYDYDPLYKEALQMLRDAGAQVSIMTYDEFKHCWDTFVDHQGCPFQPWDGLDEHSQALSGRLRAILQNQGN
hIAP act = increases human intestinal alkaline phosphatase activity; P09923; purified human IAP, CDP-Star luminescence, 30 min; stronger effect = higher value; 1 = vehicle-only enzyme, 0 = enzyme-free background; activation factor at 10 µM; hit rate 0.16% among 330,000;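 active = activation factor of the enzyme at least 2-fold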; also: the source names both 10 and 20 µM as test concentration; values of inactives mirror those of a sister screen read the other way
SENP1 inh = inhibitors of human SENP1 SUMO protease catalytic domain | recombinant SENP1 catalytic domain, CyPet-SUMO1-YPet FRET cleavage | inhibition, % at 10 µM | hit rate 0.21% among 360,000 | AID 624204;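 active = inhibition at least 30% at 10 µM, raw YFP signal under a set limit, fluorescence ratio 0.5 to 1.5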;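 also: 0% = enzyme with DMSO and 100% = no enzyme wells; some results filed as inactive read as strong as hits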
Target sequence (Q9P0U3 419-644 limits assumed): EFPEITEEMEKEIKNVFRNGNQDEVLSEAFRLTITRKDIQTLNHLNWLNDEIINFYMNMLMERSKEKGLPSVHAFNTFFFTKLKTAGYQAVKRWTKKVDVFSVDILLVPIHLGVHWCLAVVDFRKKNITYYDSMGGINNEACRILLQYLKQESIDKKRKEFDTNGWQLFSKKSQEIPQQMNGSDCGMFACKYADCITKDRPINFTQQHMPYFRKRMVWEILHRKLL
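system = hSENP1 catalytic domain, recombinant | reagent = SFCypet-SUMO1-SFYpet substrate at 25 nM | doses = one dose per compound, 10 µM, 0.5% DMSO | incubation = enzyme reaction for 50 min at room temperature, dark | measured by = FRET, CFP and YFP emission | controls = no-enzyme low, enzyme-DMSO high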
APOBEC3G inh = blocks human APOBEC3G single-stranded DNA deamination; Q9HC16; recombinant A3G, ssDNA deamination FAM/TAMRA fluorescence; inhibition, % at 20 µM; hit rate 0.28% among 330,000;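 active = inhibition of at least 40% at 20 µM, with no more than 30% in the related APOBEC3A deaminase screen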;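 also: plate controls were DMSO wells with A3G for no effect and wells lacking A3G enzyme for full effect; some compounds called inactive have numbers as strong as hits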
Target sequence (Q9HC16 whole entry, looked up): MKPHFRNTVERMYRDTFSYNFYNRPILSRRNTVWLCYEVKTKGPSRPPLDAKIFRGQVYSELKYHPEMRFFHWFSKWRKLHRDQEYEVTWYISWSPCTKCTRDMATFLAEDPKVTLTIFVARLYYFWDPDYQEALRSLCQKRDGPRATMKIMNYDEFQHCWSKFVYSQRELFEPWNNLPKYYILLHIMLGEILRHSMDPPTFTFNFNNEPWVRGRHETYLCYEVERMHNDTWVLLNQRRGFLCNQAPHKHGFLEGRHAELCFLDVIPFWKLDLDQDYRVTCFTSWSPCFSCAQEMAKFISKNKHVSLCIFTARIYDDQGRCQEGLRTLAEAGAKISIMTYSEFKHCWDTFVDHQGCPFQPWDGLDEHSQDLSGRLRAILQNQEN
beta cell repl = induces beta-cell replication in MIN6 cells. MIN6 cells proliferation, ATPlite luminescence, 48 h; cells starved in 0.2% serum; 100% = growth in 10% serum. proliferation, % at 10 µM. hit rate 0.29% among 330,000. AID 2380;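 active = compounds whose signal lies at least 3.5 SD above the mean of all wells on their plate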;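 also: 0% = DMSO-treated cells in low-serum medium and 100% = 10% serum control; some compounds called inactive have numbers as strong as hits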
Numbers without * were called inactive; . = no result given.

SMILES	mIAP activ	mIAP block	hIAP block	NALP3 yeast inh	A3A deaminase	hIAP act	SENP1 inh	APOBEC3G inh	beta cell repl
CCN1C(=O)C(=O)c2cc(C)ccc21	1	-4	13	7	1	0.87	-7	-4	-3
Cc1nc2sc(C(=O)OC(C)C)c(N)c2c(C)c1C	1	-3	-10	2	1	1.1	-22	-11	-1
Cc1nc(NC(=O)COC(=O)CNC(=O)c2ccco2)c(Cl)cc1Cl	0.96	4	9	14	0	0.91	-1	-4	-1
COc1ccc(NC(=O)C2CC2)cc1OC1CCCC1	1.1	-6	0	15	3	1	2	2	2
Cc1ccc(C2=N/C(=C\N(C)C)C(=O)O2)cc1	0.85	15	19	30	3	0.81	2	-2	-2
O=C(c1cccs1)N1CCN(C/C=C/c2ccccc2)CC1	0.96	4	-2	12	-1	1	0	-3	-3
Cc1ccc(S(=O)(=O)N2CCOC2CNC(=O)C(=O)NCc2ccco2)cc1 (configuration not stated)	0.99	1	5	-5	-2	0.95	0	-1	-1
COc1ccc(C(C)(C)C)cc1NC(=O)Nc1ccc2c(c1)OCO2	1.3	-33	-2	23	2	1	2	-2	-6
O=C(Nc1ccccc1NC(=O)NC1CCCCC1)NC1CCCCC1	1.1	-10	14	-11	-2	0.86	1	-2	-2
CCOC(=O)c1c(CN2CCCCC2)n(C)c2cc(Br)c(O)c(CN(C)C)c12	1	-1	-25	8	-4	1.2	-12	-10	3
O=C(O)CC(CNS(=O)(=O)c1cccc2nsnc12)c1ccccc1 (configuration not stated)	0.94	6	8	13	-1	0.92	1	-2	3
COc1ccc(NC(=S)NC2CCS(=O)(=O)C2)cc1 (configuration not stated)	1	-4	1	1	-3	0.99	1	-5	0

Gathered by group, those above with a furan ring, fused or not.
SMILES	mIAP activ	mIAP block	hIAP block	NALP3 yeast inh	A3A deaminase	hIAP act	SENP1 inh	APOBEC3G inh	beta cell repl
Cc1nc(NC(=O)COC(=O)CNC(=O)c2ccco2)c(Cl)cc1Cl	0.96	4	9	14	0	0.91	-1	-4	-1
Cc1ccc(S(=O)(=O)N2CCOC2CNC(=O)C(=O)NCc2ccco2)cc1 (configuration not stated)	0.99	1	5	-5	-2	0.95	0	-1	-1

Continuation:
SMILES	mIAP activ	mIAP block	hIAP block	NALP3 yeast inh	A3A deaminase	hIAP act	SENP1 inh	APOBEC3G inh	beta cell repl
Cc1ccc(-c2c3c([nH]c(=S)c2C#N)CCCC3)o1	0.73	27	12	11	30	0.88	-7	49	-1
O=C(N/N=C/c1cc(O)ccc1[N+](=O)[O-])c1ccc2c(c1)OCCO2	0.81	19	5	12	3	0.95	4	-4	-7
CN(C)c1ccc(/C=N/NC(=O)CCC(=O)NCc2ccccc2)cc1	0.85	15	-5	10	0	1.1	0	-3	0
O=C1CCCC(=O)N1c1ccc(NCCOCCO)c([N+](=O)[O-])c1	1	-1	11	2	-1	0.89	1	-3	2
COc1ccc(S(=O)(=O)N2CCCC(C(=O)NC3CCCCC3)C2)cc1 (configuration not stated)	0.98	2	-4	10	-2	1	3	-2	3
CC1(C)[C@@H](O)CC[C@]2(C)C3C(O)C=C4[C@H]5C[C@@](C)(C(=O)O)CC[C@]5(C)CC[C@]4(C)[C@]3(C)CC[C@@H]12 (some centres not stated)	0.92	8	8	60*	2	0.92	.	2	-5
O=C(NCCc1ccccc1)c1ccc2nc(N3CCOCC3)sc2c1	1.1	-12	-14	14	-2	1.1	1	-9	-2
CN(C)C=Nc1nonc1-c1ccc(Cl)cc1	1	0	2	9	-4	0.98	4	-5	-3
CC(=O)c1cccc(NS(=O)(=O)c2cc(OCC(N)=O)c(C)cc2Cl)c1	1	0	-2	8	-1	1	2	-3	-2
O=C(CN(Cc1ccc(F)cc1)C(=O)Cn1nnc2ccccc21)NCC1CCCO1 (configuration not stated)	1	0	-5	9	-6	1.1	0	-8	0
O=C(NCC1COc2ccccc2O1)C1CCN(S(=O)(=O)c2ccc(Cl)cc2)CC1 (configuration not stated)	1.3	-35	-2	10	1	1	1	-2	1
COCCN(C(=O)c1cc(-c2ccncc2)nc2ccccc12)c1c(N)n(CC(C)C)c(=O)[nH]c1=O	1	-4	-1	6	-1	1	-1	-4	6
COc1ccc(CCNC(=O)C2CC(c3ccccc3[N+](=O)[O-])=NO2)cc1 (configuration not stated)	1	-5	-7	22	3	1.1	0	7	-2
Cc1ccc(S(=O)(=O)/N=C2\C(=O)c3ccccc3C([O-])=C2n2cc[n+](CCC(C)C)c2)cc1	0.99	1	4	9	5	0.96	2	-1	-3
CN(C)S(=O)(=O)n1cc(/C=C(\NC(=O)c2ccccc2)C(=O)NCCCN2CCOCC2)c2ccccc21	1.1	-9	-13	14	-20	1.1	0	-10	-4
CCc1ccccc1S(=O)(=O)Cc1ccc(C(=O)NCc2ccc3c(c2)OCO3)o1	0.82	18	4	2	-2	0.96	-7	-9	-4
COC(=O)C1CCN(C(=O)COC(=O)c2oc3ccccc3c2C)CC1	0.97	3	18	9	-1	0.82	2	-10	-3
CN(CC(=O)Nc1cccc(F)c1)CC(=O)N1CCc2ccccc21	1.1	-11	-6	23	3	1.1	2	-5	-2
Cc1cc(C)c(S(=O)(=O)Nc2cccc(/C=C/C(=O)O)c2)c(C)c1	0.96	4	-3	-11	-6	1	2	-9	-1
COC(C[C@@H]1O[C@@H]1C(=O)[C@H](C)OCc1ccccc1)OC	1.1	-8	-14	3	3	1.1	0	-9	3
COc1cccc(CN2CC(C(=O)NCCOc3cccnc3)CCC2=O)c1 (configuration not stated)	0.94	6	23	2	-3	0.77	1	-8	0
Oc1ccccc1CNCc1ccccc1	1.1	-8	5	9	4	0.95	5	4	3
Cc1cc2cc(CN(Cc3nnnn3C3CCCCC3)CC3CCCO3)c(=O)[nH]c2cc1C (configuration not stated)	1.1	-6	-3	12	-3	1	2	-4	-3
CC[C@@H]1CCCCc2ccccc2[C@H](C(=O)C[C@@H](O)CC(C)=O)OC1=O	1.2	-16	-20	18	-3	1.2	-2	-9	7
Cc1ccccc1CSCC(=O)Nc1ccccc1F	0.94	6	0	29	-5	1	2	-8	-1
Cc1cc(C)c2c(=O)[nH]c(SCC(=O)N3CCOCC3)nc2n1	0.95	5	-9	25	0	1.1	1	-3	-2
CCc1ccccc1NC(=O)NCc1ccccn1	0.92	8	5	2	-1	0.95	0	-7	-2
CC1(NC(=O)c2cccc(S(=O)(=O)N3CCCc4ccccc43)c2)CCS(=O)(=O)C1 (configuration not stated)	1	-1	-4	1	7	1	-1	-5	-2
CN(C)C(CNC(=O)c1ccc(Br)cc1)c1ccco1 (configuration not stated)	1.1	-10	-17	8	-4	1.2	-1	-5	-2
C/C(CC(=O)c1ccccc1)=N\NC(=O)CC#N	0.94	6	-22	4	-2	1.2	2	-11	-3
CCN(CC)P(=O)(/C(Cl)=C\Nc1c(C)n(C)n(-c2ccccc2)c1=O)N(CC)CC	0.89	12	-7	3	-3	1.1	6	-3	-3
O=C(Nc1ccc(F)cc1F)NC1CCCCCCC1	1.3	-33	-2	11	-4	1	-1	-7	-1
c1ccc(-c2oc3ncnc(NCCCn4ccnc4)c3c2-c2ccccc2)cc1	0.99	1	-12	10	-4	1.1	0	-6	-4
O=C(C1CCN(S(=O)(=O)N2CCCCC2)CC1)N1CCCCC1	0.99	0	-7	-18	-2	1.1	1	-5	-1
Cc1cc(C)nc(N/N=C/c2ccc(N3CCOCC3)cc2)n1	1.1	-7	15	-2	-1	0.85	1	-5	2
CC(C)=CCC/C(C)=C/CC(C)(C)CNCCN1CCNCC1	0.97	3	-6	32	1	1.1	.	0	-5
O=C(NN1CCOCC1)c1ccc(S(=O)(=O)N2CCCCC2)cc1	0.99	1	1	6	2	0.99	0	-11	2
CCOc1ccc(CCN2C(=O)C(=O)N([C@H](CCCN(C)Cc3ccccc3)CNCc3ccccc3)C[C@@H]2C(C)C)cc1	0.98	2	-3	6	-3	1	.	-5	-7
CN1CCC(N(C)C(=O)c2ccc(Cl)c(S(=O)(=O)N3CCc4ccccc43)c2)CC1	0.97	3	24	9	-2	0.76	2	-5	-2
O=S(=O)(Nc1nccs1)c1ccc(Br)cc1	0.95	5	-8	11	-2	1.1	1	-5	-5
CCn1c(SCC(=O)c2ccc3c(c2)OCCO3)nnc1-c1ccco1	0.86	14	3	10	-2	0.97	1	0	-3
COc1ccc2oc(C(=O)OC/C(O)=C(\C#N)c3nc4ccccc4[nH]3)c(C)c2c1	0.93	7	-39	7	2	1.4	-70	-3	-4
COC(Cc1n[nH]c(=S)n1-c1ccccc1)OC	1	0	8	9	-3	0.92	3	-9	-1
CCC(C)(C)C1CCC2(CC1)NC(=O)N(CC(=O)NCCc1c[nH]c3ccccc13)C2=O (configuration not stated)	1.1	-14	-24	14	-4	1.2	-1	-4	-3
Cc1nn(-c2ccccc2)c(Cl)c1C(=O)OC(C)C(=O)NC(=O)NC1CCCCC1 (configuration not stated)	1.1	-5	16	9	3	0.84	2	4	-2
COc1ccc(C(C(=O)NCc2ccccc2)N(C(=O)c2snc(C(N)=O)c2N)C2CCCC2)cc1O (configuration not stated)	0.98	2	7	13	-3	0.93	-12	-7	1
CC(C)=NNc1nc2sc3c(c2c(=O)[nH]1)CC(C)(C)OC3	0.9	10	7	3	0	0.93	-22	-6	4
Clc1ccc(CN2CCN(c3ncccn3)CC2)c(Cl)c1	1.1	-6	-13	2	-9	1.1	0	-2	-4
CC1=CC(C)(C)N(C(=O)CSc2nccn2C)c2cc(C)ccc21	1.1	-12	-16	9	-5	1.2	3	2	0
O=C(Cn1c(=O)n(-c2ccc(F)cc2)c(=O)c2sccc21)N1CCCC1	1	-2	-20	9	-6	1.2	2	-6	-1
CCn1c(-c2ccccc2Cl)nn(CC(=O)Nc2ccc(OC)cc2)c1=S	1	-2	-1	5	-4	1	2	-6	-2
N/C(Cc1ccc([N+](=O)[O-])cc1)=N\OC(=O)C1CCCCC1	0.88	12	-11	0	2	1.1	1	-11	-3
CC(C)N(CCC(=O)c1ccc2ccccc2c1)Cc1ccccc1	0.99	1	-7	-19	2	1.1	-1	13	-8
CC(NC(=O)CSc1nnc(-c2cc3cc(Cl)ccc3o2)n1C)c1ccccc1 (configuration not stated)	1	-2	6	-3	1	0.94	1	-4	-2
Cc1nc(N)ncc1Sc1ccccc1	1	-2	32	25	-1	0.68	0	-4	0
CC(C(=O)NC(C)(C)C)N1C(=O)c2cccc3cccc(c23)C1=O (configuration not stated)	0.94	6	10	-19	-3	0.9	-6	-4	0
CCOc1cc(/C=N/NC(=O)c2cc(-c3cccnc3)nc3ccccc23)ccc1O	0.87	13	-3	-4	3	1	2	-9	4
O=C(Nc1nccs1)c1cccc(S(=O)(=O)N2CCCC2)c1	1	-1	-19	11	-4	1.2	-1	-5	-2
Cc1ccccc1/C=C/c1nc2ccccc2c(=O)n1Cc1ccccc1	0.88	12	3	-11	5	0.97	3	-1	-3

The list is partial; the hit share may differ from the screen's.
